bovine MsrA act = activates bovine MsrA enzyme; purified bovine MsrA, absorbance read-out; 360,000 tested, 0.3% active; AID 602163; activation, % at 10.6 µM; in the data active means activation above about 7.5%;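 further: 0% = vehicle and 100% = reference activator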
Neddyl block = blocks human cullin neddylation; TR-FRET cullin neddylation, biochemical; 360,000 tested, 0.58% active; P61081+Q13564; AID 651699; calls only at 25 µM; in the data active means inhibition above about 36%
MT1-MMP act inh = inhibitors of human MT1-MMP activation; P50281; HT1080 RFP-PRO-GFP cells, GFP/RFP ratio fluorescence, overnight; percent of plate control window, DMSO zero; GFP/RFP ratio change, % at 20 µM; 360,000 tested, 0.061% active;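 active means GFP/RFP ratio change of at least 30% with cell ATP level not reduced by more than half and red fluorescence within 50% of control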; further: strong numbers were not always called active
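Read-out: GFP/RFP fluorescence ratio; Test system: RFP-PRO-GFP reporter HT1080 cells; Compound dosing: single-point 20 µM compound, 1% DMSO; Times: overnight compound exposure at 37 °C.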
eLon inh = E. coli protease La inhibition. P0A9M0. purified E. coli Lon protease, fluorescence polarization. inhibition, % at 7.94 µM. 360,000 tested, 0.42% active. AID 602123; in the data active means inhibition above about 13%, passing the limit was not always enough;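 further: 0% = enzyme with probe and DMSO and 100% = no enzyme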
Rin1-Abl PPI inh = inhibitors of human Rin1-Abl protein interaction; TR-FRET Rin1/Abl binding, biochemical; P00519+Q13671; AID 588664; 360,000 tested, 0.4% active; inhibition, % at 7.35 µM; in the data active means inhibition above about 5%, passing the limit was not always enough
MsrA inh = bovine MsrA inhibition | purified bovine MsrA, absorbance read-out | inhibition, % at 15.5 µM | 360,000 tested, 0.75% active | AID 651718; in the data active means inhibition above about 4.5%;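 further: 0% = vehicle wells with enzyme and 100% = reference inhibitor wells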
CendR NRP1 mod = modulators of CendR peptide binding to human neuropilin-1 | O14786 | FAM-RPARPAR peptide binding to NRP-1, fluorescence polarization | inhibition, % at 25 µM | 360,000 tested, 0.85% active;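 active means inhibition or corrected inhibition above about 18%, plus a signal ratio from 0.5 to 1.5, limit read from the data, passing the limit was not always enough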; further: strong numbers were not always called active
Target sequence (O14786 whole entry, looked up): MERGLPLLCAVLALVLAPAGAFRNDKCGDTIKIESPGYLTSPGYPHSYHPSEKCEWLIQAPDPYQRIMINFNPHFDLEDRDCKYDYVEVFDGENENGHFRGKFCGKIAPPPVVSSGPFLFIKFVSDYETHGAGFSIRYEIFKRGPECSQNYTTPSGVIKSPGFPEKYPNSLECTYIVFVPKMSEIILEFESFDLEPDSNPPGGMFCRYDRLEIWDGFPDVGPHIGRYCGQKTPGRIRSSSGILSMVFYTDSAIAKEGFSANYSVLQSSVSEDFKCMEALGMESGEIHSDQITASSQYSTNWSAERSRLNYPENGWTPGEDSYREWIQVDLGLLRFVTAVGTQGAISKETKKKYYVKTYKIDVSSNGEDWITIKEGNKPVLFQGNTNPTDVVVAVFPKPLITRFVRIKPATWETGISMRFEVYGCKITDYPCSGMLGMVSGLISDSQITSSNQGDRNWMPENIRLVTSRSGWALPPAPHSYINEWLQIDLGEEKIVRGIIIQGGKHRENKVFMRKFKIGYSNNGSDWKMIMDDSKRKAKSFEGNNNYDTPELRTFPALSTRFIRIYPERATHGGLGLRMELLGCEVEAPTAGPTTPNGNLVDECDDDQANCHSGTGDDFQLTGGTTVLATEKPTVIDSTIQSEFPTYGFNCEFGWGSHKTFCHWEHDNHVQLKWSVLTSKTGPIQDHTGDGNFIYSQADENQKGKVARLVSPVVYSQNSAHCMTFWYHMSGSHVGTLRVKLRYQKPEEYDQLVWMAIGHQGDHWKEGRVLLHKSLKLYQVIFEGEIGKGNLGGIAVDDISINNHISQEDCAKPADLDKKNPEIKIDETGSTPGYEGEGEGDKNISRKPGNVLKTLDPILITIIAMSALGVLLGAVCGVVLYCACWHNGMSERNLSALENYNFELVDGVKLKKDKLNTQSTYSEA
FAS-TE inh = blocks the thioesterase domain of human fatty acid synthase. inhibition, % at 15 µM. 360,000 tested, 0.67% active. recombinant FAS-TE, OMFH fluorogenic substrate, fluorescence endpoint. P49327;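 active means compounds whose normalised, plate-corrected inhibition of enzyme fluorescence in the single-dose primary screen is 50% or more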;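 further: 0% = DMSO with enzyme and 100% = substrate without enzyme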
SKN-1 block = C. elegans SKN-1 inhibition; AID 624304; 360,000 tested, 0.49% active; C. elegans VP596 Pgst-4::GFP/RFP ratio, acrylamide-induced, 24 h; inhibition, % at 21.8 µM;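 active means interference check ratio from 0.5 to 1.5 plus GFP to RFP signal ratio inhibition reaching or exceeding a fixed threshold, cut at about 30% in these data, passing the limit was not always enough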; further: some compounds called inactive have numbers as strong as hits
* marks the source's active call; other numbers are inactive results; i = inactive; . = not tested or not shown; & = joins results of further samples; ! = not confirmed by another sample.

Structure | bovine MsrA act | Neddyl block | MT1-MMP act inh | eLon inh | Rin1-Abl PPI inh | MsrA inh | CendR NRP1 mod | FAS-TE inh | SKN-1 block
COc1ccccc1NC(=O)c1cc(C(=O)O)ccc1C(=O)O | 0 | i | -2 | 2 | 7 | 1.0 | 11 | 0 | 1
Cc1nc(-c2c(-c3ccc(O)cc3O)noc2C(F)(F)F)cs1 | -2 | i | -6 | 8 | 4 | 0.1 | 9 | 6 | 0
O=C(C[n+]1cn(C(F)F)c2ccccc21)c1ccc(OC(F)F)cc1 | -1 | i | 2 | 0 | -4 | 0.0 | 4 | -5 | 20
COC(=O)[C@]1(Cc2ccccc2)N[C@H](CN(C)S(=O)(=O)c2ccc(OC)cc2)[C@@H]2C(=O)N(C)C(=O)[C@@H]21 | -3 | i | 2 | 9 | -2 | -0.5 | -7 | -5 | -6
C=CC12C=CC=CN1C(C(=O)OC)=C(C(=O)OC)C(C(=O)OC)=C2C(=O)OC (configuration not stated) | -5 | i | 1 | -2 | -5 | 0.0 | 7 | -8 | -7
COc1ccc(NC(=O)c2cc(-c3ccccc3O)n[nH]2)cc1Cl | -4 | i | 1 | 3 | -1 | 0.5 | 6 | -5 | 9
CC(C)NC(=O)C1C(c2ccccc2)=Nc2ccccc2N1C(=O)c1ccc(C(F)(F)F)cc1 (configuration not stated) | . | i | -6 | . | . | 0.1 | 1 | . | -2
CC(C(=O)Nc1ccc2c(c1)OCCO2)n1nnc(-c2ccccc2)n1 (configuration not stated) | -7 | i | -1 | 2 | 4 | 1.3 | -3 | 0 | 11
CCOC(=O)c1c(NC(=O)CSc2nncs2)sc(C)c1C | -5 | i | -1 | -3 | 1 | 0.9 | -5 | 1 | -9
O=C(NCCc1c[nH]c2ccccc12)c1cc(S(=O)(=O)N2CCCCC2)ccc1N1CCOCC1 | -2 | i | -2 | 10 | -3 | -0.2 | -1 | 2 | -11
O=C(c1[nH]c(C(F)(F)F)nc1-c1ccccc1)N1CCCN(Cc2ccc(F)cc2)CC1 | -2 | i | 4 | 10 | 7 | 0.0 | 1 | -3 | -5
COc1ccc(NC(=O)COC(=O)CO/N=C(\C)c2ccc3c(c2)OCO3)cc1S(N)(=O)=O | -2 | i | -3 | 2 | 2 | -0.2 | -8 | -4 | 12
CC(NC(=S)Nc1ccccc1Cl)C(c1cccs1)N1CCCC1 (configuration not stated) | -4 | i | -2 | -5 | 0 | -1.5 | 11 | 1 | 7
COc1cc(CNCCSc2nnnn2C)cc(Br)c1OCc1ccccc1 | -2 | i | 2 | -6 | 0 | 0.7 | -4 | 10 | 23
COc1cc(C(=O)Nc2c(C(=O)O)[nH]c3ccccc23)cc(OC)c1OC | -8 | i | 0 | -3 | -1 | 2.3 | 10 | -1 | 0
Cc1c(Cl)cnc(NC(=O)COC(=O)C2CCCC2)c1Cl | -2 | i | -7 | -3 | 1 | 0.5 | -20 | 6 | 10
COCCNc1nc(N)c([N+](=O)[O-])c(NCCO)n1 | -6 | i | 3 | 9 | -6 | 3.6 | 0 | -8 | 9
C=CCNC(=S)NNC(=O)c1cccn(Cc2ccc(Cl)cc2)c1=O | -14 | i | 6 | -10 | 1 | 2.8 | 2 | -7 | -23
CCCCCc1ccc(-c2cn(Cc3ccc(C(=O)c4ccccc4)cc3)nn2)cc1 | -3 | i | -17 | 1 | -6 | -0.3 | 12 | 6 | -15
Cc1cc(C)c(C#N)c(SCC(O)CS(=O)(=O)Cc2ccccc2)n1 (configuration not stated) | -13 | i | 10 | 6 | 0 | 0.0 | 4 | 31 | 6
CSCCNC(=O)c1ccc(C(C)(C)C)cc1 | -2 | i | -1 | -12 | -2 | -0.5 | 11 | -8 | 0
Nc1ccc(/C=C/C(=O)c2cccs2)cc1 | -7 | i | -7 | -145 | -12 | 1.4 | -146 | -4 | 19
C=CCOC(=O)C1=C(C)OC(N)=C(C#N)C1c1ccoc1 (configuration not stated) | -10 | i | -106 | -67 | -5 | -0.8 | -116 | -1 | 4
Cc1ccc([N+](=O)[O-])cc1NC(=S)NC(=O)c1c(Cl)cnn1C | -1 | i | -5 | -3 | 2 | -0.3 | -1 | 14 | 11
CCN(Cc1ccccc1)c1ccc(/C=N/NC(=S)NC(C)C)cc1 | -5 | . | -10 | 2 | 4 | 2.1 | 11 | 44 | 9
Fc1ccc(C2CC(c3ccco3)=Nc3ccccc3S2)cc1 (configuration not stated) | 6 | i | -4 | -6 | 1 | 2.8 | 1 | 16 | 2
CN(CC(=O)Nc1cccnc1)S(=O)(=O)c1ccccc1 | -2 | i | 3 | -5 | 1 | 0.1 | -1 | -6 | 15
O=C(NCCCO)c1nnc(Cc2c(F)cccc2Cl)o1 | -13 | i | . | -7 | 2 | -0.4 | 3 | -10 | -4
CCc1sc(C(=O)NCCCN2CCCC2=O)cc1Br | -1 | i | -5 | 1 | 0 | 0.1 | -2 | -4 | -4
Cc1cc(C)nc(SCC(=O)c2c(N)n(C)c(=O)n(C)c2=O)n1 | -3 | i | 3 | -12 | -1 | -0.9 | 7 | -4 | 6
Cc1c(C)n(Cc2ccc(F)cc2)c2ccc(C(=O)NCCCN3CCOCC3)cc12 | 1 | i | -2 | 1 | 8 | -2.1 | -3 | 1 | 7
CCn1c(=NC(=O)c2cccc(N3C(=O)CCC3=O)c2)sc2c(OC)ccc(OC)c21 | -2 | i | 3 | -2 | -5 | 1.3 | -17 | 20 | 9
Cc1noc(C)c1-c1ccc(C(=O)NCCN2CCOCC2)c2occc12 | -1 | i | 10 | 3 | 1 | -0.7 | -14 | -5 | 5
Fc1ccccc1C1c2[nH]c3ccccc3c2CCN1CCCn1cccn1 (configuration not stated) | 0 | i | -1 | 0 | -4 | 0.6 | -4 | 0 | -9
CCOC(=O)c1ccc(Nc2cc(C)nc(N3CCOCC3)n2)cc1 | -3 | . | -7 | 1 | 0 | 2.9 | -4 | 26 | 12
Oc1ccc(Nc2nc(-c3ccccc3O)nc3ccccc23)cc1 | -1 | i | -9 | 2 | -2 | 3.1 | 12 | 22 | -3
O=C1CCCC2=C1C(c1ccsc1)CC(=O)N2c1nnc(SCc2ccccc2)s1 (configuration not stated) | -3 | i | 0 | 1 | -2 | -0.1 | -16 | 20 | -6
COc1ccc(Nc2cc(C(=O)NCCCN3CCOCC3)c3ccccc3n2)c(OC)c1 | 0 | i | 0 | 0 | 1 | 0.7 | 6 | -5 | -2
Cn1c(Cc2ccccc2)n[nH]c1=S | -1 | i | -1 | -17 | 0 | -1.1 | 4 | -15 | 3
CC[n+]1c(C)sc2c(C)cc(C)cc21 | 1 | i | 2 | 7 | -1 | -1.2 | -5 | -10 | -12
OC(COCC(F)(F)C(F)(F)C(F)(F)C(F)F)Cn1c2ccc(Cl)cc2c2cc(Cl)ccc21 (configuration not stated) | -2 | i | -22 | -9 | 0 | . | -17 | 56* | -5
CCN(CC)c1ccc(/C=N/Nc2nc(C)cc(C)n2)cc1 | -5 | i | 1 | -8 | -5 | 3.1 | 0 | -2 | -15
CCCNC(=O)C1(C)CCN(C(=O)c2ccc(C)c(F)c2)C1 (configuration not stated) | -1 | i | -1 | -2 | 0 | -0.6 | -3 | -6 | 11
Cc1ccc(S(=O)(=O)N2CCC[C@H]2C(=O)OCC(=O)N2CCc3ccccc32)cc1 | 0 | i | -1 | -3 | 4 | 0.3 | -4 | 22 | 24
COC(=O)c1cc2ccc(OC)c(OC)c2c(=O)s1 | -13 | i | -5 | 7 | -3 | 0.4 | 27* | -1 | -4
CN(C(=O)c1cc(COc2c(F)cccc2F)on1)C1CCOC1 (configuration not stated) | -4 | i | -4 | -7 | 2 | -0.4 | 6 | -4 | -5
Cc1ccc(C2CC(=O)NC(SCc3ccccc3)=C2C#N)cc1 (configuration not stated) | 3 | i | 1 | 3 | -3 | -1.1 | -7 | 3 | -18
O=C1CC(c2ccc3c(c2)OCCO3)Oc2ccc([N+](=O)[O-])cc21 (configuration not stated) | 2 | i | 5 | -7 | 0 | 0.3 | -4 | 13 | -1
CCOC(=O)CSc1nc2ccccc2c(=O)n1CCCCCC(=O)NCc1ccco1 | -2 | i | -4 | 3 | -2 | -0.2 | -3 | -3 | -3
COc1cc(C(=O)N2CCN(c3ccccc3O)CC2)ccc1OCC(=O)N1CCOCC1 | -2 | i | 1 | -11 | 4 | -0.2 | -7 | -6 | 19
CN(C)C=NC(=O)c1cc(C(=O)c2ccc(F)cc2)c[nH]1 | -2 | i | 0 | 2 | 1 | 1.6 | 2 | -3 | -3
N#C/C(=C(/O)COC(=O)c1ccc(C#N)cc1)c1nc2ccccc2s1 | -7 | i | -4 | -22 | 2 | 3.7 | -46 | -1 | 5
COC(=O)c1ccc2nc(-c3ccc(C)cc3)c(Cc3cccc(Cl)c3)n2c1 | -4 | . | -4 | -1 | . | 0.7 | 4 | 25 | -8
CC(=O)c1cccc(OCC(=O)c2cc(C)n(-c3cc(C)on3)c2C)c1 | -7 | i | 2 | -5 | 5 | 2.1 | -5 | 5 | -17
Cc1ccc(N2CC(C(=O)Nc3c4c(nn3C(C)(C)C)CS(=O)(=O)C4)CC2=O)cc1C (configuration not stated) | -6 | i | 0 | -13 | 1 | -1.6 | 11 | -5 | -1
O=C(NCCCN1CCOCC1)c1ccc(CS(=O)(=O)Cc2ccc(Cl)cc2)o1 | -2 | i | 4 | -2 | -1 | 0.1 | -1 | -6 | 8
O=C1NC(=S)NC1=Cc1ccco1 | -11 | i | -5 | 13 | 5 | 3.2 | -11 | -8 | 4
CC(CNC(=O)Cn1cnc2c(OCc3ccccc3)ncnc21)c1ccccc1 (configuration not stated) | -1 | i | 2 | 1 | -1 | 0.0 | -8 | -5 | 11
CCOC(=O)N1CCN(CCC(=O)Nc2ccccc2OC)CC1 | -3 | i | 1 | 10 | -5 | 3.6 | 7 | -2 | 24
COc1cc(/C=N/N2CCOCC2)ccc1OCc1ccccc1 | -3 | i | -3 | 6 | -1 | 2.1 | -2 | 5 | 17

Further compounds:
Structure | bovine MsrA act | Neddyl block | MT1-MMP act inh | eLon inh | Rin1-Abl PPI inh | MsrA inh | CendR NRP1 mod | FAS-TE inh | SKN-1 block
CCOC(=O)N1CCN(CCC(=O)Nc2cccc(Br)c2)CC1 | -4&-4 | i | 3&3 | -13&-3 | 6.2*! | 0.0&-1.2 | -4&2 | -6&1 | -6&-5
O=C(N/N=C/c1cc(O)ccc1Br)c1cccnc1 | -4 | i | 2 | 9 | 0 | 0.7 | -11 | 18 | 16
O=C(NCc1nc2ccccc2[nH]1)C1=C[C@@H](C2CCCCC2)C[C@@H](OCc2ccc(CO)cc2)O1 | -6 | i | 1 | -7 | 6 | 0.2 | -3 | 8 | 19
COc1ccc(C(=O)NNC(=O)c2cccc3ccccc23)cc1 | -4 | i | 4 | -8 | 2 | 1.6 | -4 | -5 | 20
O=C(COc1ccc([N+](=O)[O-])cc1)NN=C1CCCC1 | 0 | i | 9 | -7 | -2 | -0.3 | -7 | 7 | 5
CC(Oc1ccccc1Cl)C(=O)N1CCOCC1 (configuration not stated) | 11* | i | -4 | -4 | -2 | -0.4 | 7 | -6 | -5

3 structures out of the list, sorted by SMILES length, falling.
Structure | bovine MsrA act | Neddyl block | MT1-MMP act inh | eLon inh | Rin1-Abl PPI inh | MsrA inh | CendR NRP1 mod | FAS-TE inh | SKN-1 block
Cc1noc(C)c1-c1ccc(C(=O)NCCN2CCOCC2)c2occc12 | -1 | i | 10 | 3 | 1 | -0.7 | -14 | -5 | 5
CCN(CC)c1ccc(/C=N/Nc2nc(C)cc(C)n2)cc1 | -5 | i | 1 | -8 | -5 | 3.1 | 0 | -2 | -15
CC(Oc1ccccc1Cl)C(=O)N1CCOCC1 (configuration not stated) | 11* | i | -4 | -4 | -2 | -0.4 | 7 | -6 | -5
